Screening results (PubChem BioAssay)
NR3A LBD binder: modulates the human NR3A ligand-binding domain; NR3A LBD differential scanning fluorimetry, Tm shift; 0% = protein alone, 100% = glycine-bound protein; Tm shift relative to glycine control, % at 25 µM; 2.5% of 340,000 active; AID 1259313;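 active means melting temperature shift of at least 10% of the positive control shift, at one fixed dose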
A3G deaminase: blocks human APOBEC3G single-stranded DNA deamination | Q9HC16 | recombinant A3G, ssDNA deamination FAM/TAMRA fluorescence | inhibition, % at 20 µM | 0.28% of 330,000 active | AID 493012;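 active means inhibition of at least 40% at 20 µM, with no more than 30% in the related APOBEC3A deaminase screen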;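 further: plate controls were DMSO wells with A3G for no effect and wells lacking A3G enzyme for full effect; some compounds called inactive have numbers as strong as hits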
mIAP activ: mouse IAP activation. activation factor at 10 µM. 0.24% of 330,000 active. muIAP, CDP-Star luminescence, 30 min; stronger effect = higher value; 1 = vehicle-only enzyme signal, 0 = enzyme-free wells;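 active means activation factor of at least 2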; further: the source names both 10 and 20 µM as test concentration; values of inactives mirror those of a sister screen read the other way
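System: Mouse IAP enzyme | Also added: CDP-Star substrate | Dosing: Compounds dispensed in DMSO | Schedule: 30 min enzyme-substrate-compound incubation at room temperature | Technique: Chemiluminescence readout | Control set: DMSO-only wells and no-enzyme negative control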
APOBEC3A inh: human APOBEC3A DNA deaminase inhibition. P31941. 0.41% of 330,000 active. inhibition, % at 20 µM. recombinant A3A, FAM/TAMRA ssDNA deamination fluorescence. AID 493011;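 active means at least 40% inhibition at 20 µM here, with at most 30% in a related deaminase screen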;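 further: plate controls were A3A with DMSO for no effect and wells lacking A3A enzyme for full effect; some results filed as inactive read as strong as hits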
Target sequence (P31941 whole entry, looked up): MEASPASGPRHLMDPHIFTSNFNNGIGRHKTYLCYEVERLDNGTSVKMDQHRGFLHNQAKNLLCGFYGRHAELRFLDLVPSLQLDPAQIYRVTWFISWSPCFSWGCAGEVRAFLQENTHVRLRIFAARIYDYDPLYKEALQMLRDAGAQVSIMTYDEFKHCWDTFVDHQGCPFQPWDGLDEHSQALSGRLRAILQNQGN
MPTP block: blocks calcium-induced mitochondrial swelling | isolated mouse mitochondria, Ca2+ swelling absorbance, 30 min | inhibition, % at 10 µM | 1.4% of 360,000 active | AID 602449;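 active means inhibition of 50% or more, scaled per plate between neutral and stimulator controls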;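 further: 0% = DMSO wells given calcium and 100% = 1 mM EGTA wells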
MIN6 prolif: induces beta-cell replication in MIN6 cells; MIN6 cells proliferation, ATPlite luminescence, 48 h; cells starved in 0.2% serum; 100% = growth in 10% serum; 0.29% of 330,000 active; proliferation, % at 10 µM;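 active means compounds whose signal lies at least 3.5 SD above the mean of all wells on their plate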;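 further: 0% = DMSO-treated cells in low-serum medium and 100% = 10% serum control; some compounds called inactive have numbers as strong as hits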
mIAP inh: blocks mouse intestinal alkaline phosphatase; inhibition, % at 10 µM; 0.2% of 330,000 active; purified mouse IAP, CDP-Star luminescence, 30 min;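 active means inhibition of at least 40% at 10 µM in the primary screen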;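 further: plate controls were DMSO with enzyme for no effect and no enzyme wells for full effect; values of inactives mirror those of a sister screen read the other way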
hIAP block: human IAP inhibition | P09923 | purified IAP, CDP-Star luminescence, 30 min | inhibition, % at 10 µM | 0.12% of 330,000 active;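 active means inhibition reaching a set limit with compound at 10 µM in the primary screen, cut at about 35% in these data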;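 further: plate controls were DMSO wells with enzyme for no effect and no-enzyme buffer wells for full effect; values of inactives mirror those of a sister screen read the other way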
Target sequence (P09923 whole entry, looked up): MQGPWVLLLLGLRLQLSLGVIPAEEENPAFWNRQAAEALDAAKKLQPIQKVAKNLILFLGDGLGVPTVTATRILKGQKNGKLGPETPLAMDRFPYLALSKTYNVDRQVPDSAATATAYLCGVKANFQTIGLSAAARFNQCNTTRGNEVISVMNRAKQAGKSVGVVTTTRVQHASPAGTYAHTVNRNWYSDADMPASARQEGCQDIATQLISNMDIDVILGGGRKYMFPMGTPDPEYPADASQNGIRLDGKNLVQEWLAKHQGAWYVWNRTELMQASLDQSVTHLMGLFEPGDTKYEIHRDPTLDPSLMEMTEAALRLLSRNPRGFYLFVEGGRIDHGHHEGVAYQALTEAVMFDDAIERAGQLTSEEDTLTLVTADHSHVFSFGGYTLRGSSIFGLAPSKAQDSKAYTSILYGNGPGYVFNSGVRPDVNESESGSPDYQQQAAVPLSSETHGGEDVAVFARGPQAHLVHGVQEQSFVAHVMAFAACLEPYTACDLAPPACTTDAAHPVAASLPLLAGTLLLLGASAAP
hIAP activ: increases human intestinal alkaline phosphatase activity. P09923. purified human IAP, CDP-Star luminescence, 30 min; stronger effect = higher value; 1 = vehicle-only enzyme, 0 = enzyme-free background. activation factor at 10 µM. 0.16% of 330,000 active. AID 2524;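 active means activation factor of the enzyme at least 2-fold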; further: the source names both 10 and 20 µM as test concentration; values of inactives mirror those of a sister screen read the other way
* marks the source's active call; other numbers are inactive results; & = joins results of further samples.

How did O=C(Cc1ccccc1)NN1C(=O)/C(=C/c2ccccc2C(=O)O)SC1=S do in these assays?
NR3A LBD binder: 1.1; A3G deaminase: 2.8; mIAP activ: 0.78; APOBEC3A inh: 1.7; MPTP block: 1.5; MIN6 prolif: -0.5; mIAP inh: 22.0; hIAP block: -0.6; hIAP activ: 1.01

What do the screens show for `CCc1noc(C)c1C(=O)OCC(=O)NCc1ccccc1`?
NR3A LBD binder: -1.6; A3G deaminase: -8.1; mIAP activ: 0.972; APOBEC3A inh: -4.7; MPTP block: -0.7; MIN6 prolif: 2.1; mIAP inh: 2.8; hIAP block: 2.2; hIAP activ: 0.978

What do the screens show for `CC(SCc1cn2cc(Cl)ccc2n1)C(=O)O` (stereo not given)?
NR3A LBD binder: -2.1; A3G deaminase: 1.1; mIAP activ: 1.03; APOBEC3A inh: 5.2; MPTP block: -2.4; MIN6 prolif: 1.0; mIAP inh: -3.2; hIAP block: -15.2; hIAP activ: 1.15

How did Cc1c(NC(=O)c2noc(C(C)C)c2[N+](=O)[O-])c(=O)n(-c2ccccc2)n1C do in these assays?
NR3A LBD binder: 1.8; A3G deaminase: 1.0; mIAP activ: 1.05; APOBEC3A inh: 8.4; MPTP block: -0.7; MIN6 prolif: 0.9; mIAP inh: -5.5; hIAP block: 9.8; hIAP activ: 0.902

Results for CCOC(=O)C1CCN(C(c2cc3ccc(C)c(C)c3[nH]c2=O)c2nnnn2C2CCCCC2)CC1 (stereo not given) ?
NR3A LBD binder: -1.0; A3G deaminase: -4.2; mIAP activ: 0.879; APOBEC3A inh: 0.2; MPTP block: -0.5; MIN6 prolif: -1.7; mIAP inh: 12.1; hIAP block: -1.0; hIAP activ: 1.01

What do the screens show for `COc1ccccc1C(c1nnnn1C(C)(C)C)N1CCN(Cc2ccccc2)CC1` (stereo not given)?
NR3A LBD binder: -0.2; A3G deaminase: 0.3; mIAP activ: 0.926; APOBEC3A inh: 0.5; MPTP block: -1.5; MIN6 prolif: 1.1; mIAP inh: 7.4; hIAP block: 19.7; hIAP activ: 0.803

Results for COc1ccc(-c2cn(-c3ccc(C)cc3C)c(=S)[nH]2)cc1OC ?
NR3A LBD binder: -1.0; A3G deaminase: -12.4; mIAP activ: 0.958; APOBEC3A inh: -5.2; MPTP block: 0.4; MIN6 prolif: -1.8; mIAP inh: 4.2; hIAP block: -18.9; hIAP activ: 1.19

What do the screens show for `CS(=O)(=O)Nc1ccc(S(=O)(=O)NC2CCCCC2)cc1`?
NR3A LBD binder: 0.0; A3G deaminase: -5.1; mIAP activ: 1.02; APOBEC3A inh: -0.9; MPTP block: 1.7; MIN6 prolif: 4.4; mIAP inh: -1.8; hIAP block: -5.9; hIAP activ: 1.06

Results for COc1ccc(NC(=O)CC2C(=O)N(c3cccc(C)c3)C(=O)N2C2CCCCC2)cc1 (stereo not given) ?
NR3A LBD binder: -0.3; A3G deaminase: -11.3; mIAP activ: 1.18; APOBEC3A inh: -8.1; MPTP block: -0.8; MIN6 prolif: -1.6; mIAP inh: -17.7; hIAP block: -4.5; hIAP activ: 1.04

How did CCCSc1nc2cc(OC)c(OC)cc2c(=N)n1CCCN1CCOCC1 do in these assays?
NR3A LBD binder: -1.5; A3G deaminase: 15.6; mIAP activ: 1.01; APOBEC3A inh: 27.1; MPTP block: -1.7; MIN6 prolif: -5.1; mIAP inh: -1.2; hIAP block: -26.5; hIAP activ: 1.26

How did C=CCOc1c(Br)cc(CNc2ccc(NC(=O)C(C)C)c(OC)c2)cc1OCC do in these assays?
NR3A LBD binder: -1.4; A3G deaminase: -8.1; mIAP activ: 0.962; APOBEC3A inh: -2.0; MPTP block: -0.3; MIN6 prolif: -5.3; mIAP inh: 3.8; hIAP block: 0.7; hIAP activ: 0.993

Results for Oc1cccc(NC(=S)Nc2cccnc2)c1 ?
NR3A LBD binder: -16.5; A3G deaminase: 2.7; mIAP activ: 0.984; APOBEC3A inh: 1.3; MPTP block: -0.6; MIN6 prolif: 0.0; mIAP inh: 1.6; hIAP block: -37.9; hIAP activ: 1.38

What do the screens show for `CCOc1ccc(OCC)c(S(=O)(=O)N2CCCCC2)c1`?
NR3A LBD binder: -2.1; A3G deaminase: -1.3; mIAP activ: 1.03; APOBEC3A inh: 1.8; MPTP block: 1.3; MIN6 prolif: 1.0; mIAP inh: -2.6; hIAP block: 11.4; hIAP activ: 0.886

Results for Cc1ccc(S(=O)(=O)NCC(c2cccnc2)N2CCN(Cc3ccccc3)CC2)cc1 (stereo not given) ?
NR3A LBD binder: 0.7; A3G deaminase: -5.1; mIAP activ: 0.989; APOBEC3A inh: -0.5; MPTP block: -1.7; MIN6 prolif: -2.8; mIAP inh: 1.1; hIAP block: -3.5; hIAP activ: 1.03

What do the screens show for `CCn1cc(/C=C/C(=O)c2ccc(O)cc2)c(C)n1`?
NR3A LBD binder: -2.6; A3G deaminase: -5.2; mIAP activ: 0.907; APOBEC3A inh: 0.2; MPTP block: 1.6; MIN6 prolif: -4.9; mIAP inh: 9.3; hIAP block: -8.8; hIAP activ: 1.09

Results for COc1cccc(C(=O)Nc2ccc3nc4n(c(=O)c3c2)CCCC4)c1 ?
NR3A LBD binder: -1.1; A3G deaminase: -8.6; mIAP activ: 0.905; APOBEC3A inh: -5.9; MPTP block: 1.5; MIN6 prolif: -3.2; mIAP inh: 9.5; hIAP block: 9.4; hIAP activ: 0.906

What do the screens show for `CCN(CC)S(=O)(=O)c1ccc(C(=O)NCc2n[nH]c(=S)n2-c2ccc(Cl)c(Cl)c2)cc1`?
NR3A LBD binder: -5.2; A3G deaminase: -3.7; mIAP activ: 0.932; APOBEC3A inh: -3.0; MPTP block: 16.2; MIN6 prolif: 0.7; mIAP inh: 6.8; hIAP block: 3.4; hIAP activ: 0.966

Results for COc1ccc(C2=NOC3(CC(=O)N(c4ccc(C)cc4)C3=O)C2)cc1 (stereo not given) ?
NR3A LBD binder: -16.3; A3G deaminase: -2.7; mIAP activ: 1.03; APOBEC3A inh: 11.9; MPTP block: -2.2; MIN6 prolif: 0.7; mIAP inh: -2.6; hIAP block: -1.7; hIAP activ: 1.02

Results for COc1cc(C(=O)OCC(=O)Nc2cccc(S(=O)(=O)N3CCOCC3)c2)ccc1OCC(C)C ?
NR3A LBD binder: 0.5; A3G deaminase: -6.4; mIAP activ: 1.16; APOBEC3A inh: 3.7; MPTP block: 0.2; MIN6 prolif: -4.0; mIAP inh: -16.4; hIAP block: 7.0; hIAP activ: 0.93

Results for CN(CC(=O)Nc1ccccc1Cl)C(=O)COC(=O)/C=C/c1ccccc1 ?
NR3A LBD binder: -0.1; A3G deaminase: -10.6; mIAP activ: 0.951; APOBEC3A inh: 3.3; MPTP block: 0.0; MIN6 prolif: -2.0; mIAP inh: 4.9; hIAP block: 4.4; hIAP activ: 0.956

Results for CC(C)CC1Nc2ncnc(N3CCOCC3)c2N(Cc2ccccc2)C1=O (stereo not given) ?
NR3A LBD binder: -0.6; A3G deaminase: -3.7; mIAP activ: 0.972; APOBEC3A inh: 1.2; MPTP block: 0.0&-0.5; MIN6 prolif: 1.1; mIAP inh: 2.8; hIAP block: -4.1; hIAP activ: 1.04

Results for C=CCn1c(=O)c(C(=O)Nc2cccnc2)c(O)c2ccccc21 ?
NR3A LBD binder: -0.5; A3G deaminase: -1.6; mIAP activ: 1; APOBEC3A inh: 0.7; MPTP block: 34.6; MIN6 prolif: -4.0; mIAP inh: -0.3; hIAP block: 9.7; hIAP activ: 0.903

Results for N#CC1=C(S)N(c2ccccc2)C(c2ccc(-c3cc(Cl)ccc3Cl)o2)NC1=O (stereo not given) ?
NR3A LBD binder: -0.2; A3G deaminase: -9.2; mIAP activ: 0.835; APOBEC3A inh: -2.5; MPTP block: 1.5; MIN6 prolif: -2.5; mIAP inh: 16.5; hIAP block: 5.2; hIAP activ: 0.948

Results for COc1ccc2c(c1)c(=O)oc1cc(OCC(=O)NC3CC3)ccc12 ?
NR3A LBD binder: 3.9; A3G deaminase: 1.9; mIAP activ: 1.12; APOBEC3A inh: 17.5; MPTP block: -0.2; MIN6 prolif: 1.9; mIAP inh: -12.1; hIAP block: -12.5; hIAP activ: 1.12

Results for Cc1cc(O)c(C(C)C)cc1NC(=O)Nc1cccc2ccccc12 ?
NR3A LBD binder: 3.9; A3G deaminase: 2.5; mIAP activ: 1.89; APOBEC3A inh: 5.6; MPTP block: 4.5; MIN6 prolif: -4.5; mIAP inh: -88.6; hIAP block: -10.5; hIAP activ: 1.1

What do the screens show for `O=C(CN1CCN(S(=O)(=O)c2ccc(Cl)s2)CC1)N1CCOCC1`?
NR3A LBD binder: 1.7; A3G deaminase: -1.5; mIAP activ: 0.985; APOBEC3A inh: -0.1; MPTP block: 1.1; MIN6 prolif: -0.3; mIAP inh: 1.5; hIAP block: 0.5; hIAP activ: 0.995

What do the screens show for `Cc1nnc(SCCC(=O)Nc2nc(-c3ccccc3)ns2)s1`?
NR3A LBD binder: 2.2; A3G deaminase: -7.6; mIAP activ: 1.01; APOBEC3A inh: -2.9; MPTP block: 25.0; MIN6 prolif: 0.9; mIAP inh: -0.7; hIAP block: -11.2; hIAP activ: 1.11

How did Cc1cc(OCC(=O)NC(C)c2ccccc2)ccc1[N+](=O)[O-] (stereo not given) do in these assays?
NR3A LBD binder: 2.1; A3G deaminase: -5.2; mIAP activ: 1.03; APOBEC3A inh: -1.5; MPTP block: 1.8; MIN6 prolif: -2.2; mIAP inh: -3.1; hIAP block: 7.2; hIAP activ: 0.928

Results for CCn1c(SCc2nc3sc(C(=O)O)c(C)c3c(=O)[nH]2)nc2ccccc21 ?
NR3A LBD binder: -0.1; A3G deaminase: 64.8; mIAP activ: 0.743; APOBEC3A inh: 79.0; MPTP block: -0.4; MIN6 prolif: -0.1; mIAP inh: 25.7; hIAP block: -3.3; hIAP activ: 1.03

What do the screens show for `COc1cccc2c1OC1(C)CC2NC(=O)N1c1cccc(C(=O)N2CCN(c3ccccc3)CC2)c1` (stereo not given)?
NR3A LBD binder: -4.3; A3G deaminase: -3.2; mIAP activ: 0.975; APOBEC3A inh: 1.4; MPTP block: 2.1; MIN6 prolif: -1.2; mIAP inh: 2.5; hIAP block: -8.6; hIAP activ: 1.09

What do the screens show for `COc1cc(NC(=O)c2cc3ccccc3cc2OC)ccc1NC(=O)c1cccs1`?
NR3A LBD binder: 20.6*; A3G deaminase: -4.4; mIAP activ: 1.07; APOBEC3A inh: -3.4; MPTP block: -0.1; MIN6 prolif: 3.3; mIAP inh: -6.6; hIAP block: -8.4; hIAP activ: 1.08

Results for O=C(CCN1C(=O)C2C3CC(C(Br)C3Br)C2C1=O)OCC(=O)c1ccccc1 (stereo not given) ?
NR3A LBD binder: -0.8; A3G deaminase: -5.3; mIAP activ: 0.966; APOBEC3A inh: 1.4; MPTP block: -0.1; MIN6 prolif: -1.5; mIAP inh: 3.4; hIAP block: 1.4; hIAP activ: 0.986

How did COc1ccc(Nc2nc(N)nc(CN3CCOCC3)n2)cc1 do in these assays?
NR3A LBD binder: 1.7; A3G deaminase: -2.4; mIAP activ: 1.07; APOBEC3A inh: 1.6; MPTP block: -0.1; MIN6 prolif: -2.7; mIAP inh: -6.7; hIAP block: -9.4; hIAP activ: 1.09
